LMPTP inh = LMPTP (human) inhibition | recombinant LMPTP-A, OMFP fluorogenic substrate, fluorescence intensity | inhibition, % at 20 µM | actives 0.22% (n = 360,000);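 active means compounds that cut the enzyme signal by at least half of the control window in the single-dose screen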;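 further: plate controls were DMSO wells with enzyme plus substrate for no effect and substrate without enzyme for full effect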
Target sequence (P24666 whole entry, looked up): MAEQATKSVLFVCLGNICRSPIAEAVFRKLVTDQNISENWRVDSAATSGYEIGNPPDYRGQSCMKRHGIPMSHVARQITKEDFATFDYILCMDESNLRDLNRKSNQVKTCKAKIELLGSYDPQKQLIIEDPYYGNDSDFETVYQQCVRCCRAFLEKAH
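Test system: LMPTP-A, protein tyrosine phosphatase of low molecular weight; Input: 0.625 nM enzyme; Incubation: 50 min dark incubation at room temperature; Signal: endpoint fluorescence intensity from OMFP dephosphorylation; Read-out basis: % inhibition versus control wells.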
MT1-MMP act inh = MT1-MMP (human) activation inhibition; P50281; HT1080 RFP-PRO-GFP cells, GFP/RFP ratio fluorescence, overnight; percent of plate control window, DMSO zero; GFP/RFP ratio change, % at 20 µM; actives 0.061% (n = 360,000); AID 651647;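 active means GFP/RFP ratio change of at least 30% with cell ATP level not reduced by more than half and red fluorescence within 50% of control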; further: strong numbers were not always called active
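Read-out: GFP/RFP fluorescence ratio; Test system: RFP-PRO-GFP reporter HT1080 cells; Compound dosing: single-point 20 µM compound, 1% DMSO; Times: overnight compound exposure at 37 °C.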
NRP1-CendR mod = alters CendR peptide binding to human NRP-1; AID 602438; FAM-RPARPAR peptide binding to NRP-1, fluorescence polarization; actives 0.85% (n = 360,000); inhibition, % at 25 µM;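 active means inhibition or corrected inhibition above about 18%, plus a signal ratio from 0.5 to 1.5, limit read from the data, passing the limit was not always enough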; further: strong numbers were not always called active
STEP block = inhibitors of human striatal-enriched phosphatase STEP. P54829. recombinant STEP, OMFP fluorogenic substrate, fluorescence. inhibition, % at 20 µM. actives 0.25% (n = 360,000). AID 588621;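 active means inhibition at 20 µM, scaled per plate between control wells, above about 37%, limit read from the data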;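 further: 0% = DMSO with enzyme and substrate and 100% = substrate only without enzyme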
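System: STEP (striatal-enriched tyrosine phosphatase) enzyme, cell-free; medium: Bis-Tris pH 6.0 buffer with DTT, detergent; dosing: 20 µM, 1% DMSO; times: reaction 20 min, ambient temperature; detection: fluorescence, 480/540 nm; read-out basis: normalized % inhibition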
Rpn11 inh = Rpn11 (human) deubiquitinase inhibition; human 26S proteasome, Ub4-pepOG fluorescence polarization; 20S core pre-blocked with epoxomicin; O00487; AID 588493; calls only at 20 µM; actives 0.59% (n = 360,000);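 active means inhibition at 20 µM, scaled to each plate's controls, above about 33%, limit read from the data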
Target sequence (O00487 whole entry, looked up): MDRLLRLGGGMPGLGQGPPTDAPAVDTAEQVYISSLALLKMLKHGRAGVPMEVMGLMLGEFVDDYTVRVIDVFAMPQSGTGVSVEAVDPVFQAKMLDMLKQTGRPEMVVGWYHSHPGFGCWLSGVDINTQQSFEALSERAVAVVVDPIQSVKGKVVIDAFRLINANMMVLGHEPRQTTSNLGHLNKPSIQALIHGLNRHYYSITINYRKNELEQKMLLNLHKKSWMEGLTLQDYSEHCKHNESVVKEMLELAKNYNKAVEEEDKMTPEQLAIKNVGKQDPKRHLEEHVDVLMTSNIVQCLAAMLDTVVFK
NadD inh = inhibitors of Staphylococcus aureus NadD; purified NadD enzyme, colorimetric absorbance read-out; inhibition, % at 20 µM; actives 0.78% (n = 360,000); AID 602399; in the data active means inhibition above about 26%; further: some compounds past the cut are filed as inactive
Scp-1 inhibitor = blocks human Scp-1 phosphatase activity; Recombinant Scp1, phosphopeptide, malachite green phosphate absorbance; inhibition, % at 20 µM; actives 0.88% (n = 340,000);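 active means inhibition above about 50% at 20 µM, limit read from the data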;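 further: plate controls were DMSO wells with enzyme for no effect and wells lacking enzyme for full effect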
Target sequence (Q9GZU7 76-261 limits assumed): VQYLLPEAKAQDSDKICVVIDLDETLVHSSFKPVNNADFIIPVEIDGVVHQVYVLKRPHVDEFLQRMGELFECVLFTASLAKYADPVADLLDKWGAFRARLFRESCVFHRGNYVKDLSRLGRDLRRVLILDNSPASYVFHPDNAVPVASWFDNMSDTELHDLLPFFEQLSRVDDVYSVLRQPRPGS
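Test system – truncated SCP-1 phosphatase (76-261aa) · Reagent – Phosphorylated 17-residue peptide substrate · Incubation – 45 min room-temperature reaction, 5 min colour, 30 min stabiliser · Detection – colorimetric phosphate reagent with accelerator and stabiliser, absorbance at 630 nm · Measure – % inhibition at 20 µM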
SKN-1 block = blocks SKN-1 activity in C. elegans; C. elegans VP596 Pgst-4::GFP/RFP ratio, acrylamide-induced, 24 h; inhibition, % at 21.8 µM; actives 0.49% (n = 360,000);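 active means interference check ratio from 0.5 to 1.5 plus GFP to RFP signal ratio inhibition reaching or exceeding a fixed threshold, cut at about 30% in these data, passing the limit was not always enough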; further: some compounds called inactive have numbers as strong as hits
SUMO1-SIM PPI = SUMO1-SIM interaction modulation; SUMO1 binding to a labelled peptide, TR-FRET, 1 h; inhibition, % at 20 µM; actives 0.33% (n = 360,000); AID 602429; in the data active means inhibition above about 37%
Target sequence (P63165 whole entry, looked up): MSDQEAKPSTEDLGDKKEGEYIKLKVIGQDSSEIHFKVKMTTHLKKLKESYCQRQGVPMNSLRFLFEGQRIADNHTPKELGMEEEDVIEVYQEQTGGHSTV
DNMT1 block = inhibitors of human DNMT1. inhibition (reported as % activation of signal), % at 10 µM. AID 588458. actives 0.83% (n = 360,000). DNMT1 molecular beacon, Hinp1I cleavage, fluorescence. P26358; in the data active means inhibition above about 50%
* = called active by the depositor; i = inactive; / = no result given.

Structure	NadD inh	NRP1-CendR mod	LMPTP inh	SKN-1 block	DNMT1 block	STEP block	MT1-MMP act inh	Rpn11 inh	Scp-1 inhibitor	SUMO1-SIM PPI
CS(=O)(=O)c1ccc(-c2nnc(NC(=O)C3=COCCO3)o2)cc1	-4	4	-2.1	10	2	-1	-2	i	1	1
CC1(C)CC(NC(=O)COc2ccc3c4c(c(=O)oc3c2)CCCC4)CC(C)(C)N1	-5	8	0.3	-11	2	-2	0	i	-5	5
Cc1cccc(NC(=O)CCS(=O)(=O)c2ccc3nc(C)sc3c2)c1	-3	6	0.0	-17	-2	3	5	i	/	10
CC(C(=O)O)N1CCCCC1 (stereo not drawn)	-6	11	-1.0	1	-1	-5	0	i	-14	-6
CCOC(=O)C/C(C)=N\Nc1ccc([N+](=O)[O-])cc1[N+](=O)[O-]	1	1	1.0	24	8	3	20	i	4	-27
COc1ccc(CN2CCN(C(=O)c3cccc4ccccc34)CC2)c(OC)c1OC	3	4	-0.2	20	-2	1	-1	i	-5	3
C[C@@H](CSc1ccc(Br)cc1)CN1CC[C@H](NC(=O)OCc2ccccc2)CCC1=O	-4	6	5.2	7	-12	-1	0	i	-2	5
Cc1ccc(OCC(=O)N/N=C/c2cn(C)c3ccccc23)cc1	-3	-17	2.2	8	-2	0	6	i	-8	4
O=C(CN1C(=O)NC(Cc2c[nH]c3ccccc23)C1=O)Nc1ccc(Br)cc1F (stereo not drawn)	-3	-9	0.5	6	0	-2	2	i	-10	-4
CSc1nsc(SC)c1C(=O)NC(=O)Nc1cccnc1	0	15	-2.0	-2	-2	2	-1	i	-8	0
COc1cc(/C=C2\CCc3c2nc2ccccc2c3C(=O)O)cc(OC)c1OC	12	9	8.5	5	97*	42*	4	i	71*	48*
CC(=O)Nc1c(C(=O)O)ccc(C)c1OCc1ccccc1	5	4	-0.6	16	1	-1	0	i	-5	0

Two entries from above, field by field:
> Cc1cccc(NC(=O)CCS(=O)(=O)c2ccc3nc(C)sc3c2)c1
- NadD inh: -3
- NRP1-CendR mod: 6
- LMPTP inh: 0.0
- SKN-1 block: -17
- DNMT1 block: -2
- STEP block: 3
- MT1-MMP act inh: 5
- Rpn11 inh: i
- Scp-1 inhibitor: /
- SUMO1-SIM PPI: 10

> CC(C(=O)O)N1CCCCC1 (stereo not drawn)
- NadD inh: -6
- NRP1-CendR mod: 11
- LMPTP inh: -1.0
- SKN-1 block: 1
- DNMT1 block: -1
- STEP block: -5
- MT1-MMP act inh: 0
- Rpn11 inh: i
- Scp-1 inhibitor: -14
- SUMO1-SIM PPI: -6

New compounds follow:
Structure	NadD inh	NRP1-CendR mod	LMPTP inh	SKN-1 block	DNMT1 block	STEP block	MT1-MMP act inh	Rpn11 inh	Scp-1 inhibitor	SUMO1-SIM PPI
COc1ccc(N2CCN(C(=O)C(=O)c3ccc(F)cc3)CC2)cc1	/	-10	-1.7	-6	/	/	1	/	/	4
CCOc1ccccc1C(=O)N(C)Cc1cc2cc(OC)ccc2[nH]c1=O	5	16	-1.3	-3	-1	1	2	i	51*	0
Cc1cc(C)c(S(=O)(=O)N2CCCC2=O)c(C)c1	4	-2	-1.5	7	0	3	1	i	-7	-2
COc1ccccc1OCC(=O)c1[nH]c(C)c(C(C)=O)c1C	0	2	0.1	12	-2	2	11	i	11	-1
NC(=O)C1=CC2C3C=CC2(O)C(=O)OC3O1 (stereo not drawn)	-2	-5	-2.0	24	-1	0	7	i	10	-2
COc1ccc(CN2C(=O)C(C)S/C2=N/N=C/c2ccco2)cc1 (stereo not drawn)	-4	-4	3.0	2	-2	-1	4	i	-5	-17
Cn1c(SCC(=O)NCC2CCCO2)nnc1-c1c[nH]c2ccccc12 (stereo not drawn)	6	-5	0.2	6	1	0	-4	i	-5	-6
C/C(O)=c1/c(=O)nc2cccc3c2=c1c1ccccc1c3=O	-1	16	0.5	10	8	4	-1	i	6	-9
O=S(=O)(c1cccc(F)c1)N1CCN(C(=S)NCc2ccccc2)CC1	-6	-6	-2.2	5	-2	-1	-3	i	-7	-2
O=[N+]([O-])c1ccc(NCCCNS(=O)(=O)c2ccccc2)c(Cl)c1	-8	7	1.2	16	-5	-2	-5	i	-18	-23
COc1ccc(-n2ncc3c2CC(C)(C)CC3NC(=O)CCC2=NNC(=O)CC2)cc1 (stereo not drawn)	2	14	-1.4	-8	3	-4	1	i	1	1
COc1ccc2[nH]c(C)c(CCN3C(=O)C4CC=CCC4C3=O)c2c1 (stereo not drawn)	-1	-10	-1.1	-7	4	-1	12	i	7	0
O=C(CCN1C(=O)c2ccccc2C1=O)N1CCN(Cc2ccccc2)CC1	1	-1	-1.3	-11	10	-2	/	i	-4	-5
O=C1CN(c2nc(-c3cccs3)nc3sc4c(c23)CCCC4)CCN1	1	-4	-3.3	-2	2	4	-7	i	9	-11
COC(=O)c1c(C)[nH]c(C=O)c1-c1ccccc1	-4	10	2.1	0	3	-6	2	i	-11	1
CCS(=O)(=O)N1CCC(C(=O)NCc2ccc3c(c2)OCO3)CC1	-1	0	-1.1	4	0	0	0	i	-6	-1
Cc1nnc(NC(=O)c2c(-c3ccccc3Cl)noc2C)s1	-6	-2	-0.4	-5	1	10	-4	i	-3	2
Cc1ccc(S(=O)(=O)N(C)C[C@@H]2Oc3ncc(Br)cc3C(=O)N([C@H](C)CO)C[C@@H]2C)cc1	2	-16	-1.3	-2	8	-1	2	i	/	9
O=C(O)CCC1OC(=O)C(O)=C1c1ccccc1 (stereo not drawn)	3	-18	-2.1	9	-3	-2	2	i	10	5
Nc1c(Cl)cc(C(=O)NC2CC2)cc1Cl	1	-1	-0.6	-2	4	-4	1	i	6	9
CC(C)=CCC[C@H](C)C[C@@H]1CC2=C(C(=O)OC(C)(C)O2)[C@H](c2ccc(F)cc2)O1	11	18	3.9	-10	9	6	-3	i	/	3
COc1ccc(-c2noc(CN3CCCC(OCc4ccccn4)C3)n2)cc1 (stereo not drawn)	-4	-9	-0.8	3	-7	-5	4	i	-11	11
COc1ccc(C(=O)NNC(=O)C2CCCO2)cc1 (stereo not drawn)	-8	-16	-1.8	2	0	-1	1	i	-11	-4
O=C(Cc1ccccc1)Nc1cccc(NC(=O)c2cccs2)c1	1	8	0.3	7	-1	-1	1	i	-9	2
O=C(COC(=O)CNC(=O)c1ccc(Br)cc1)Nc1nnc(-c2ccccc2)o1	7	-1	-2.0	-8	0	5	0	i	38	10
C[C@H](NC(=O)c1nc[nH]c1C(=O)N1CCN(C(=O)OC(C)(C)C)CC1)C(=O)OCc1ccccc1	2	0	-0.3	5	3	3	2	i	5	7
OCCCNc1ncnc2scc(-c3ccc(Cl)cc3)c12	-8	-8	-1.6	-4	0	1	-13	i	-6	4
NC(=O)c1cc([N+](=O)[O-])ccc1NCc1ccccn1	-4	8	-2.0	16	-1	4	2	i	-4	-23
COc1ccccc1C1CCN(Cc2ccc(Cl)c(Cl)c2)CC1	-1	-4	0.0	12	3	-2	3	i	-6	2
O=C(CSc1ccsc1[N+](=O)[O-])N1CCN(c2ccccn2)CC1	2	-18	6.3	-16	5	8	-3	i	20	-21
O=C(NCCN1CCOCC1)c1ccc2c(c1)N(Cc1cccc(F)c1)C(=O)c1ccccc1S2	1	-13	0.4	-2	-12	7	-2	i	-8	6
CC1CCCCC1NC(=O)NC(=O)COC(=O)c1ccc(OC(F)F)cc1 (stereo not drawn)	-10	14	2.9	-18	1	-2	-2	i	-7	0
CCCCCC(=O)N1C[C@H](n2cc(COC(=O)c3ccccc3)nn2)[C@@H](O)C[C@@H]1c1ccc(Cl)cc1	-2	-7	4.3	9	-16	-2	20	i	/	0
Cc1ccc(NC(=O)COC(=O)c2c(-c3ccccc3)noc2C)cc1	-13	-10	1.8	18	-1	-1	4	i	-8	7
Cc1ccc(OCCC(=O)OCC(=O)c2c(N)n(CC(C)C)c(=O)n(C)c2=O)cc1	-8	17*	0.4	0	-1	-1	5	i	-13	7
CC(C)c1nc(SCC(=O)NC(=O)NC(C)(C)C)n[nH]1	1	10	0.3	17	4	-1	-3	i	3	2
Cc1cc(NC(=O)Cn2nc(C(=O)O)c3ccccc3c2=O)c([N+](=O)[O-])cc1C	6	-8	-0.8	4	4	0	1	i	-5	-7
CCCC(=O)c1ccc2c(c1)OCCO2	3	-10	-1.4	11	5	0	2	i	-2	1
COc1ccc(/C=N/NC(=O)c2cc(=O)[nH]c3ccccc23)cc1OC	1	1	1.5	6	4	1	-6	i	3	-14
COc1cccc(NC(=O)Cn2c(CCC(=O)O)ccc2-c2ccc(Cl)cc2)c1	1	-3	0.9	-5	-3	4	-4	i	-8	-1
C[N+]1([O-])[C@@H]2Cc3cc4c(cc3[C@@H]1Cc1cc3c(cc12)OCO3)OCO4 (stereo partly drawn)	1	4	0.0	3	-1	0	4	i	-1	6
O=C1CC(N2CCN(Cc3ccccc3)CC2)C(=O)N1CCc1ccccc1 (stereo not drawn)	-3	-3	-2.0	-1	2	18	14	i	-9	2
O=C(COc1ccc(Br)cc1)N(Cc1cccs1)C1CCS(=O)(=O)C1 (stereo not drawn)	-8	1	-0.7	2	-1	-1	0	i	-6	1
COc1cccc(NC(=O)CN(C)C(=O)c2ccc(-c3cccc(C(F)(F)F)c3)o2)c1	-8	7	2.7	9	-2	0	5	i	-15	-1
Cc1csc2ncc(C(=O)N3CCCc4ccccc43)c(=O)n12	3	-13	0.6	-17	2	0	1	i	87*	-1
CN(Cc1ccccc1)c1ccc(N2C(=O)CCC2=O)cc1[N+](=O)[O-]	-1	-10	2.6	-2	0	-2	7	i	3	-37
CC[C@H](C)[C@H](NC(N)=O)C(=O)NCCc1ccc(OC)c(OC)c1	0	4	-0.7	1	2	1	3	i	-29	1
COC(=O)CNC(=O)COC(=O)/C=C/c1ccc2ccccc2n1	-1	2	0.8	4	0	4	-3	i	-3	0
O=C(NC1CC2CCCC(C1)N2Cc1ccccc1)c1cccc(F)c1 (stereo not drawn)	-6	-11	1.1	8	1	-7	8	i	-4	-2
CC1CCCN(C(=O)Cn2nnc(-c3ccc(S(C)(=O)=O)cc3)n2)C1 (stereo not drawn)	7	2	-1.1	5	-11	2	1	i	-1	-2
CSCCNC(=O)c1ccc(OC2CCN(S(=O)(=O)N(C)C)CC2)cc1	-1	7	-0.1	4	0	2	4	i	-8	3

High-throughput results as filed in PubChem BioAssay.
